Screens deposited in PubChem by several laboratories.
HTR5A ag ctr = HTR5A agonism, opioid heterodimer counter-screen; P47898; HTR5A agonist assay, luminescence, cell-based; activation, % at 9.3 µM; 340,000 compounds, 0.61% hits; AID 504692; in the data active = activation mostly above about 9.5%, no sharp cut-off; inactive = mostly below about 7.6%;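 note: 0% = cells with vehicle only and 100% = reference agonist; strong numbers were not always called active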
dFosB activator = mouse delta FosB homodimer activation. P13346. 340,000 compounds, 0.99% hits. purified delta FosB, TAMRA-CDK5 oligo fluorescence polarization; percent of positive-control signal above neutral wells. AID 493131. activation, % at 25 µM;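 active = mean activation above about 17%, with every replicate also reaching it, limit read from the data, passing the limit was not always enough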;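 note: fluorescence polarization rise as delta FosB binds a TAMRA Cdk5 AP-1 oligo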
Target sequence (P13346 whole entry, looked up): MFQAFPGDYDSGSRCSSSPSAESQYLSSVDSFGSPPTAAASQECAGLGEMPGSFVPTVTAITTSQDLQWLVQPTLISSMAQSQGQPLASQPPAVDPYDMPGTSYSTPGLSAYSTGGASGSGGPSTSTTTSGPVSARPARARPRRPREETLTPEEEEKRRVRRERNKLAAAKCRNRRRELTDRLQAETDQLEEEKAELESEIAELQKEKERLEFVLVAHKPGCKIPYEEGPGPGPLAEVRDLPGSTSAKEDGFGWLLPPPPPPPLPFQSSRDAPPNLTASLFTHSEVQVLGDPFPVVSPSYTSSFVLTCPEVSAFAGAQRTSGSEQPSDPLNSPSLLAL
Wnt act = activators of Wnt/beta-catenin signaling; Wnt/beta-catenin reporter cell assay, activator, plate reader; activation, % at 9.35 µM; 300,000 compounds, 1.2% hits; AID 743398; in the data active = activation above about 30%, passing the limit was not always enough;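 note: 0% = neutral control wells and 100% = positive control wells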
HTR5A inv ctr = HTR5A inverse agonism, opioid heterodimer counter-screen. P47898. HTR5A cell line, luminescence. inhibition, % at 9.3 µM. 340,000 compounds, 0.083% hits; in the data active = inhibition mostly above about 23%, no sharp cut-off; inactive = mostly below about 18%;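 note: 0% = cells with DMSO and 100% = no-cell wells with DMSO; some compounds called inactive have numbers as strong as hits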
MITF TRPM1 HTS = MITF TRPM1 promoter activation in melanoma cells. activation, % at 12.5 µM. SK-MEL-5 TRPM1-promoter luciferase, 24 h; % of positive control, neutral wells = 0. 300,000 compounds, 0.75% hits. AID 588334;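 active = mean activation of at least 80% with every replicate also reaching 80%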;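 note: 0% = neutral control wells and 100% = parthenolide positive control wells; values of inactives mirror those of a sister screen read the other way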
PvdQ inh = blocks Pseudomonas aeruginosa PvdQ acylase activity; purified PvdQ acylase, fluorescence plate reader; inhibition, % at 10 µM; 340,000 compounds, 0.063% hits; AID 488965; in the data active = inhibition above about 30%, passing the limit was not always enough;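 note: 0% = vehicle neutral wells and 100% = reference inhibitor wells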
CDK5 inh = CDK5/p35 (human) kinase inhibition | inhibition, % at 10 µM | AID 488839 | Recombinant CDK5/p35, ADP-Glo luminescence, 60 min | 330,000 compounds, 0.01% hits | Q00535+Q15078;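 active = highest replicate inhibition of at least 50% and at least 75% of replicates reaching 50%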;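 note: plate controls were DMSO neutral control for no effect and GW8510 at 10 µM for full effect; many of its hits are not listed in these tables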
V-ATPase pH = yeast V-ATPase proton transport regulation by pHLuorin | 350,000 compounds, 0.37% hits | response, % at 10 µM | S. cerevisiae, pHLuorin cytosolic pH fluorescence | AID 504577; in the data active = response mostly above about 7.3%, no sharp cut-off; inactive = mostly below about 5.4%; note: actives read high; inactives centre near 0; some compounds called inactive have numbers as strong as hits; reference of the scale not given here
NSD2 HMT inh = blocks human histone methyltransferase NSD2; O96028; NSD2 peptide methylation, AlphaScreen, 120 min; inhibition, % at 12.5 µM; 310,000 compounds, 0.54% hits; in the data active = inhibition above about 50%
SR-BI HDL uptake = blocks mouse SR-BI lipid uptake from DiI-HDL | ldlA[mSR-BI] CHO cells, DiI-HDL uptake fluorescence, 3 h | inhibition, % at 12.5 µM | AID 488896 | 320,000 compounds, 0.96% hits;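 active = mean replicate inhibition of at least 70% and a set share of replicates each scoring 70 or more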;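 note: 0% = median of neutral control wells and 100% = median of positive control wells; values of inactives mirror those of a sister screen read the other way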
Target sequence (Q61009 whole entry, looked up): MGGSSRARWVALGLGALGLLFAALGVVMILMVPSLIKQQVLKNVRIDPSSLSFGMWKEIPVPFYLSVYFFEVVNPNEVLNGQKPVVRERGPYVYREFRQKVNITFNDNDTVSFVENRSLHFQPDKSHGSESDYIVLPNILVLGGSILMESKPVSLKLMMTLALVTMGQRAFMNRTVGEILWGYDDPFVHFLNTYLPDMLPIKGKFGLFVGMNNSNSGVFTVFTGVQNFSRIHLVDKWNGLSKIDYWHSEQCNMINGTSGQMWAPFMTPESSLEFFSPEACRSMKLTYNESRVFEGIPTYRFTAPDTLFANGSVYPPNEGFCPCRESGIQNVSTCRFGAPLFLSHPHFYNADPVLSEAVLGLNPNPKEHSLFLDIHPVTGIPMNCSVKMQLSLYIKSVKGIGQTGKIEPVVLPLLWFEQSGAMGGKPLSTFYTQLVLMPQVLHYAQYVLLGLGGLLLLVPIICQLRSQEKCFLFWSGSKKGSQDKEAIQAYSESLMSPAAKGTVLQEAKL
The depositor's hits bear a star; · = no result given.

SMILES | HTR5A ag ctr | dFosB activator | Wnt act | HTR5A inv ctr | MITF TRPM1 HTS | PvdQ inh | CDK5 inh | V-ATPase pH | NSD2 HMT inh | SR-BI HDL uptake
Cc1ccc(SCC(=O)NNC(=O)CNC(=O)c2ccc(Br)cc2)cc1 | 3 | 9 | 1 | -13 | -1 | 7 | -0.9 | 7 | -1 | -6
C/C(CC(=O)N1CCN(C=O)CC1)=N\NC(=O)c1ccc(Cl)cc1 | 3 | -7 | -2 | -10 | -11 | -8 | -0.6 | 1 | -2 | -15
CC(NC(=O)COC(=O)c1ccccc1O)C1CC2CCC1C2 (centres undefined) | 4 | 1 | -1 | -10 | · | -2 | -8.1 | -2 | -2 | -8
Cc1cc(NC(=O)c2ccc(F)cc2)no1 | -3 | -5 | 10 | 0 | · | 2 | -0.1 | 7 | 31 | 8
COc1cc(/C=C2/SC(=O)N(Cc3ccccc3Cl)C2=O)ccc1OCc1ccncc1 | 9 | 5 | · | -25 | -10 | -17 | -3.5 | 1 | 5 | 23
COc1ccc(OCCCN2CCCCCC2)cc1 | 1 | -6 | · | -5 | · | 13 | -0.2 | -4 | 0 | -8
CCOc1ccc(S(=O)(=O)Nc2ccccc2C(=O)NCC2CCCO2)cc1 (centres undefined) | 6 | 1 | 4 | -15 | -2 | 2 | -0.1 | 3 | -2 | -2
CS(=O)(=O)c1ncc(Cl)c(C(=O)Nc2ccc(N3CCOCC3)cc2)n1 | -4 | -7 | · | 23 | -90 | -10 | -0.8 | -3 | · | -9
COc1cc(OC)cc(OC(=O)c2ccc3c(=O)n4c(nc3c2)CCC4)c1 | 12 | -21 | 0 | -32 | -2 | -13 | -0.4 | 0 | 0 | 12
O=C(O[C@@H]1OC2COC(=O)c3cc(O)c(O)c(O)c3-c3c(cc(O)c(O)c3O)C(=O)O[C@@H]([C@H]1O)[C@@H]2O)c1cc(O)c(O)c(O)c1 | 5 | -7 | · | -13 | 5 | -7 | -3.8 | 1 | · | 32
O=C(Nc1ccc(Cl)c(Cl)c1)c1ccc(Cl)c(Cl)c1 | 9 | 33* | 20 | -32 | 53 | -12 | 2.0 | -2 | 4 | 67
NC(=O)CNC(=O)C1CCCc2c1[nH]c1ccc(Cl)cc21 (centres undefined) | -1 | -8 | · | -14 | -18 | -12 | -1.5 | 0 | -1 | -13
CCCc1cc(=O)oc2c(C)c(OCC(=O)N3CCC(C(N)=O)CC3)ccc12 | -3 | -12 | -1 | 4 | -1 | -12 | -1.0 | 4 | · | 17
Cc1ccc(-c2nn(-c3ccccc3)cc2/C=C2\SC(=S)N(CCCCCC(=O)O)C2=O)o1 | 0 | -21 | 7 | 0 | 5 | 0 | 1.2 | -3 | 0 | -22
COc1ccc(-c2c(C)cc3oc(=O)cc(-c4ccccc4)c3c2C)cc1F | 2 | -5 | -1 | -7 | 3 | 1 | 4.6 | 1 | · | 68
Cc1ccc(Cl)c(OC(=O)C2CSC3(C)CCC(=O)N23)c1 (centres undefined) | -4 | -4 | 2 | 12 | 2 | -1 | -3.3 | 2 | 2 | -21
CC(Oc1ccccc1)C(=O)N=C1SC2CS(=O)(=O)CC2N1Cc1ccccc1 (centres undefined) | 10 | -11 | -3 | -18 | -1 | -10 | -1.2 | 0 | 9 | -11
CCc1ccc(NC(=O)c2nc(S(=O)(=O)Cc3ccccc3)ncc2Cl)cc1 | -4 | 1 | -5 | 16 | -93 | -15 | -0.9 | 2 | 0 | -23
Cc1nnc(NC(=O)C2CCCN2S(=O)(=O)c2ccc(Cl)cc2)s1 (centres undefined) | -1 | 6 | 0 | 22 | 0 | -9 | 0.3 | -4 | -1 | -29
CCN(CC)S(=O)(=O)c1ccc(=O)[nH]c1 | -7 | -9 | 0 | 5 | 4 | -2 | 0.4 | 1 | -1 | -2
COC(=O)[C@H](CC(C)C)NC(=O)Nc1ccc2c(c1)OCCO2 | 2 | -3 | -2 | 3 | -4 | -8 | -1.0 | -4 | 13 | -16
O=C(O)c1ccnc(C(=O)O)c1 | 0 | 2 | · | 5 | -9 | 6 | -3.2 | -1 | 0 | 2
CCO[C@H]1OC(C(=O)NC2CC2)=C[C@@H](c2coc3ccccc3c2=O)[C@@H]1CCCO | 4 | -2 | 1 | 7 | -3 | 3 | 0.4 | -2 | · | -19
Cc1[nH]c(C)c2c(=O)[nH]ncc12 | -1 | -1 | 12 | 2 | -9 | 0 | 3.2 | -3 | 1 | -8
O=C(Nc1ccc2oc(=O)ccc2c1)c1ccc(-c2cccc(Cl)c2)o1 | -4 | 99* | 1 | -14 | 4 | -7 | 0.7 | -1 | · | ·
Cc1ccc(C2NC(=NCc3ccccc3)Nc3nc(C)cc(=O)n32)cc1 (centres undefined) | -3 | -5 | -3 | -17 | · | -22 | 2.4 | 1 | -1 | -4
CCOc1cc(CNCc2cccs2)ccc1OCC(=O)NC(C)(C)C | 5 | -5 | · | -14 | -3 | -13 | -0.2 | 0 | 0 | 4
Cc1nn(C)c(C)c1NC(=O)c1ccnn1C | 2 | -8 | · | -5 | 8 | -8 | 0.3 | -3 | · | -12
Clc1ccccc1N1CCN(Cc2ccc(Br)o2)CC1 | 6 | 0 | 17 | -16 | 9 | 4 | 0.2 | -2 | 0 | -7
O=C(O)CC1=C(O)C(=O)N(c2ccccc2)C1c1ccccc1 (centres undefined) | -2 | -8 | 1 | 4 | -5 | -6 | 0.0 | 1 | 2 | -6
Nc1cccc(-c2c[nH]c3ncc(-c4cccnc4)cc23)c1 | -5 | -5 | · | -3 | -14 | -12 | 10 | 0 | · | -3
CC(=O)Nc1cccc(CCc2nc3ccccc3[nH]2)c1 | 5 | -2 | 5 | -3 | 26 | -9 | 1.2 | -4 | -3 | -135
Cc1ccc(S(=O)(=O)/N=C2/NC(=O)/C(=C/c3ccc(Br)o3)S2)cc1 | 3 | -5 | · | -9 | 2 | 8 | -5.2 | -1 | 70* | -11
Cc1ccc(-c2cc(C(=O)Nc3ccccc3C)c3ccccc3n2)o1 | 4 | -6 | · | 3 | · | -4 | 3.3 | -3 | 0 | 54
Cc1ccc(-n2c(C)cc(/C=N/NC(=O)CC3(C)OCCO3)c2C)cc1 | 6 | 0 | 1 | -21 | 4 | -10 | -3.8 | -1 | -3 | 20
CCCCCC1CC(CC(=O)Nc2nncs2)C(=O)O1 (centres undefined) | 2 | -6 | 3 | 4 | -7 | -15 | -0.2 | 3 | 0 | -6
O=C(NCCc1ccccc1)c1c(O)c2cccc3c2n(c1=O)CC3 | -1 | -5 | · | 0 | 6 | 3 | -0.8 | 0 | -2 | -10
CCC(=O)Nc1cc(C(=O)OCc2ccc(C(=O)Oc3ccccc3)cc2)ccc1C | -7 | 4 | 16 | 17 | 4 | -2 | 1.2 | 0 | 36 | -2
CC(=O)Nc1ccc(S(=O)(=O)NCCC(=O)OC(C)C(=O)c2ccc(C)cc2)cc1 (centres undefined) | -10 | -9 | 2 | 7 | 1 | 0 | -0.9 | 3 | 0 | 7
O=C(OCC(=O)N1CCN(c2ccccc2)CC1)c1ccc2ccccc2n1 | 0 | 7 | · | -19 | -1 | -1 | 0.1 | -1 | 0 | -3
CCCCCCc1c(C)[nH]c2nc3ccccc3n2c1=O | 3 | 1 | 1 | -12 | -5 | 4 | 0.0 | 3 | 0 | -27
CCN(CC)S(=O)(=O)c1cccc(C(=O)OCC(=O)c2ccc3c(c2)OCCO3)c1 | 2 | 3 | 1 | 4 | 2 | -15 | 0.0 | 1 | -1 | 27
Cc1cc(C)c(S(=O)(=O)N(C)CC(=O)NCCN2CCOCC2)c(C)c1 | 3 | -6 | 1 | -8 | -6 | -16 | 1.5 | -1 | 2 | -22
Cc1ccc(OCc2cc(C(=O)Nc3ccccc3)oc2C)cc1 | 0 | -1 | · | 1 | 44 | -14 | 3.2 | -4 | -1 | 9
COc1ccc(C(=O)COC(=O)c2sccc2C)cc1OC | 2 | -16 | 45* | 13 | 103* | -11 | 0.5 | -2 | -2 | 24
Cc1nn(C)c(Cl)c1NC(=O)OCc1ccc(F)cc1 | 2 | -1 | · | 18 | · | -5 | -0.5 | 7 | 11 | 10
CCOC(=O)N1CCN(CCc2ccccc2)CC1 | 0 | 2 | 3 | -2 | · | -10 | -0.4 | 3 | · | -10
Cc1ccc2nc(-c3ccc(NC(=O)C4CCCO4)cc3)[nH]c2c1 (centres undefined) | 6 | -3 | · | -35 | -4 | -14 | 0.0 | -3 | 4 | 18
CCc1nc(SCC(=O)Nc2cc(C)on2)n[nH]1 | 2 | -2 | · | 11 | -5 | -14 | 0.0 | -5 | 11 | -7
CCN(CC)C(=O)C1CCCN(c2ccccc2[N+](=O)[O-])C1 (centres undefined) | -1 | 6 | 2 | -7 | 0 | -14 | -1.5 | -1 | -1 | 79*
Cc1cc(NC(=S)NC(=O)/C=C/c2ccc(S(=O)(=O)N3CCOCC3)cc2)ccc1Br | -1 | -7 | -4 | -13 | -7 | -5 | -0.3 | 0 | -1 | 26
O=C1c2ccccc2C(=O)N1CCCCc1cn(C[C@H]2CC[C@@H]([C@@H]3CC[C@H](Cn4cc(CCCCN5C(=O)c6ccccc6C5=O)nn4)O3)O2)nn1 | 3 | -6 | -5 | -17 | 8 | -13 | 2.8 | -7 | · | -3
CC(C)(C)c1ccc(-c2nc(C#N)c(NCc3ccncc3)o2)cc1 | 3 | -14 | · | -9 | 22 | -2 | -0.3 | 1 | 9 | 9
Cc1cc(C)c(C(N)=O)c(NC(=O)Nc2ccccc2Cl)n1 | 2 | 12 | · | -8 | 51 | -1 | -0.1 | 4 | -2 | 19
CCCN(C(=O)c1cc(C)ccc1C)c1c(N)n(Cc2ccccc2)c(=O)[nH]c1=O | -2 | -1 | 24 | 4 | · | -6 | 1.5 | 5 | -1 | -10
COc1ccccc1-c1c(C)oc2c(CN3CCN(CCO)CC3)c(O)ccc2c1=O | -1 | -10 | -1 | 3 | -8 | -12 | 0.7 | 0 | -1 | 4
COCCn1cnnc1SCC(=O)Nc1ccc(N2CCCCC2)cc1 | -2 | -8 | 2 | 13 | 11 | -6 | 0.7 | 5 | 0 | -4
CSc1nnc([C@H](Cc2c[nH]c3ccccc23)NC(=O)OC(C)(C)C)o1 | -2 | 2 | 20 | 3 | · | -13 | 0.8 | -2 | -1 | -5
CCCOc1ccc(N2CC(C(=O)Nc3ccccc3C(=O)NC)CC2=O)cc1 (centres undefined) | -2 | -2 | 0 | 6 | -1 | -7 | -2.5 | -1 | -3 | 31
O=C(CCNC(=O)c1ccco1)Nc1ccc(OC(F)F)cc1 | -2 | 0 | 0 | 0 | 0 | -14 | -1.3 | 3 | 3 | 5
C/C(CCC(C)C)=N\Nc1ccc(S(N)(=O)=O)cc1[N+](=O)[O-] | 7 | -4 | -3 | -13 | -6 | 9 | 2.3 | 3 | 9 | 4

In the list so far, these contain a nitro group on carbon.
SMILES | HTR5A ag ctr | dFosB activator | Wnt act | HTR5A inv ctr | MITF TRPM1 HTS | PvdQ inh | CDK5 inh | V-ATPase pH | NSD2 HMT inh | SR-BI HDL uptake
CCN(CC)C(=O)C1CCCN(c2ccccc2[N+](=O)[O-])C1 (centres undefined) | -1 | 6 | 2 | -7 | 0 | -14 | -1.5 | -1 | -1 | 79*
C/C(CCC(C)C)=N\Nc1ccc(S(N)(=O)=O)cc1[N+](=O)[O-] | 7 | -4 | -3 | -13 | -6 | 9 | 2.3 | 3 | 9 | 4

Not a hit list; overall some 5% were active at least once.
